CHO-K1 Ca antag: nonselective inhibitor or artifact in parental CHO-K1 cells | AID 602250 | inhibition, % at 3 µM | 0.6% of 360,000 active | ATP-induced calcium, Fluo-8 fluorescence;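 active = inhibition above a per-plate cutoff, the plate's mean sample inhibition plus 3 SD, cut at about 24% in these data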;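 note: 0% = DMSO plus EC80 ATP and 100% = DMSO alone without ATP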
CHO-K1 Ca ag: counter-screen for M1 agonists: effect in parental CHO-K1 cells. Fluo-8 calcium fluorescence; scaled to maximal ATP response, vehicle zero. activation, % at 3 µM. 0.48% of 360,000 active. AID 602248, 2012; in the data active = activation above about 15%;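 note: untransfected CHO-K1 host cells lacking M1 receptor as counterscreen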
M1 PAM parental: nonselective calcium activators in parental CHO-K1 cells, primary screen, counter-screen for M1 PAM project, cell-based, Fluo-8 calcium fluorescence, full deck, 1536-well. ATP EC20; 0% at ATP EC20, 100% at ATP max. activation, % at 3 µM. 0.02% of 360,000 active. AID 602247, 2012;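 active = activation above the run cutoff, the mean activation of all test compounds plus 3 SD, cut at about 40% in these data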;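 note: peak over basal fluorescence ratio in a 140 s read after ATP addition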
M1 ag: human M1 muscarinic receptor agonists, primary screen, Fluo-8 calcium fluorescence, CHO-K1 cells, HTS; AID 588814, 2011; 0.33% of 360,000 active; activation, % at 3 µM; Muscarinic acetylcholine receptor M1 (Homo sapiens), P11229; CHO-K1 hM1, agonist mode; 0% DMSO, 100% acetylcholine EC100;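 active = activation above the run's mean compound activation plus 3 SD, cut at about 16% in these data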;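 note: peak over basal fluorescence ratio within a 140 s kinetic read after compound addition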
Target sequence (P11229 whole entry, looked up): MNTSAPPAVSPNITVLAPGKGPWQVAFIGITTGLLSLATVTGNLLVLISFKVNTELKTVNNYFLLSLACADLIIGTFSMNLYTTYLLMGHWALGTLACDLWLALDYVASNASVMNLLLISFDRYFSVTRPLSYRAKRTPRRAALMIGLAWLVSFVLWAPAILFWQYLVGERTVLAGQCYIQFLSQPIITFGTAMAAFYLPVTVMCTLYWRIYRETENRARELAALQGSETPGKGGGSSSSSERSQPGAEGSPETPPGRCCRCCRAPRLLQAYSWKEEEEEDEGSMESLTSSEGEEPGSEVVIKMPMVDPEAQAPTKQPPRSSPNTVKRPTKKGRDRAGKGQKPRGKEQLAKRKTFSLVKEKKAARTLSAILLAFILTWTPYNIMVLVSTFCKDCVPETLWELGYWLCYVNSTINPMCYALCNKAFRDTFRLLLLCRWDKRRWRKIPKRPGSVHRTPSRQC
TAAR1 agonist: human TAAR1 agonists, primary screen, Fluo-8 calcium fluorescence, CHO RD-HGA16 cells | Trace amine-associated receptor 1 (Homo sapiens), Q96RJ0 | vehicle wells 0%, saturating PEA agonist 100% | activation, % at 3 µM | 0.99% of 360,000 active | AID 624467, 2012;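 active = activation above the mean activation of all test compounds in the run plus 3 SD, cut at about 38% in these data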
Target sequence (Q96RJ0 whole entry, looked up): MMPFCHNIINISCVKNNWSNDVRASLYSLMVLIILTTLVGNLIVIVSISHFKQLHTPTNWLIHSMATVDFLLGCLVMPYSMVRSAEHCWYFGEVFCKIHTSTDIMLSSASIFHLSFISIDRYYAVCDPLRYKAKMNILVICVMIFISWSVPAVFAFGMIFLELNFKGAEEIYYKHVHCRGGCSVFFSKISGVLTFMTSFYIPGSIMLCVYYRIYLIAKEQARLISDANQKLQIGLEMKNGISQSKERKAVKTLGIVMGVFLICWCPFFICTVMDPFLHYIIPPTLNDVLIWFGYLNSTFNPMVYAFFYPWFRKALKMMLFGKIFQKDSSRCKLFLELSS
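Test system: RD-HGA16 (CHO) cells co-expressing Gα16 and hTAAR1; dosing: one-point dosing at 3 µM (nominal); timing: 17-24 h seeding, 75 min 37 °C dye, 30 min RT; signal: kinetic Fluo-8 calcium fluorescence; read-out basis: % activation relative to PEA EC100 response; controls: DMSO and PEA EC100; replicates: n 1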
CHO parental Ca: ATP-evoked calcium signal inhibitors, parental CHO, primary screen, counter-screen for OX1R antagonist project, cell-based, fluorescence, Fluo-8 calcium dye; parental CHO-K1, ATP-induced calcium, Fluo-8 fluorescence; inhibition, % at 5.6 µM; 0.63% of 330,000 active;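 active = inhibition above that plate's mean sample inhibition plus 3 SD, cut at about 26% in these data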;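 note: 0% = ATP-challenged DMSO wells and 100% = DMSO wells without ATP; some compounds past the cut are filed as inactive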
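Measured by: calcium-sensitive Fluo-8 fluorescence / Test system: CHO parental line / Controls: ATP-challenged DMSO wells low, unchallenged DMSO wells high / Measure: % inhibition / Compound: single nominal dose of 5.6 µM per compound / Replicates: single well per compound, no replicates / Reagent: ATP as calcium-mobilizing challenge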
M1 antag: human M1 muscarinic receptor antagonists, primary screen, CHO-K1 cells, Fluo-8 calcium fluorescence, 1536-well | inhibition, % at 3 µM | 1.3% of 360,000 active | CHO-K1 hM1, ACh EC80 antagonist | AID 588852, 2011;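 active = percent inhibition above its own plate's cutoff, namely the mean of that plate's compound wells plus 3 SD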;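 note: peak over basal fluorescence ratio during 140 s after agonist addition; 0% = ACh EC80 plus DMSO and 100% = DMSO alone without agonist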
TAAR1 antag: human TAAR1 antagonists, primary screen, Fluo-8 calcium fluorescence, CHO RD-HGA16 cells. 1.5% of 360,000 active. Trace amine-associated receptor 1 (Homo sapiens), Q96RJ0. AID 624466, 2012. antagonist. inhibition, % at 3 µM;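 active = inhibition above a per-plate cutoff, the mean inhibition of test compounds on that plate plus 3 SD, cut at about 49% in these data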;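 note: 0% = DMSO plus EC80 beta-PEA response and 100% = DMSO alone without agonist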
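Test system – hTAAR1-expressing CHO RD-HGA16 cells, Gα16-coupled · Reagent – β-PEA at EC80 concentration, post-compound challenge · Compound dosing – 3 µM, single point · Timing – 140 s kinetic read after compound, 140 s after agonist · Detection – Fluo-8 intracellular calcium dye fluorescence, real-time kinetic reads · Control set – DMSO and EC80 PEA controls · Repeats – n of 1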
OXTR potentiate: human OXTR potentiators, primary screen, fluorescence, CHO-OTR cells, Fluo-8 calcium. Oxytocin receptor (Homo sapiens), P30559. Fluo-8 calcium fluorescence, potentiator mode; 0% = oxytocin EC15, 100% = EC100. activation, % at 3 µM. AID 2445, 2010. 0.061% of 320,000 active;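 active = activation above that plate's cutoff, the mean activation of tested compounds plus 3 SD, cut at about 6.6% in these data, passing the limit was not always enough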;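 note: 100% uses oxytocin at 75 nM as the full agonist control; some results filed as inactive read as strong as hits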
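Assay system: CHO cell line stably expressing human OTR. Reagent: EC15 oxytocin agonist. Dosing: single dose, 3.0 µM nominal final compound concentration. Timing: compound 6 min at room temperature before oxytocin, 100 s read. Signal: kinetic Fluo-8 calcium fluorescence. Controls: oxytocin EC15 low and EC100 high.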
An asterisk follows results filed as active; . = not tested or not shown.

canonical_smiles,CHO-K1 Ca antag,CHO-K1 Ca ag,M1 PAM parental,M1 ag,TAAR1 agonist,CHO parental Ca,M1 antag,TAAR1 antag,OXTR potentiate
COc1cc(NC(=O)CNC(=O)Cn2cnc3sc(C)c(C)c3c2=O)cc(OC)c1OC,-11,-0.2,15,-4,0,.,-10,14,.
COc1cccc(NC(=O)c2ccc(OC(F)(F)F)cc2)c1,-15,0.3,2,-6,7,-3,-5,16,-7
COc1cc(C(O)c2nc(-c3ccc4ccccc4c3)cs2)ccc1F (stereo not drawn),-2,0.8,-8,-1,2,.,-3,6,.
Cc1nn(-c2ccccc2)c(N2CCCC2)c1/C=C1\N=C(c2ccc(F)cc2)OC1=O,-5,3.0,8,-1,5,-1,-3,1,6
COC(=O)c1ccccc1NC(=O)c1cncc(Br)c1,1,-0.5,5,-4,-3,-27,-1,1,-1
COc1ccc2nc(SCC(=O)NN)cc(C)c2c1,-1,-0.1,-2,-6,-1,-25,-11,-12,-13
COc1cc(NC(=O)Cc2cccs2)ccc1-n1cnnn1,-5,0.3,17,-4,6,3,-10,-1,-7
COc1ccc(S(=O)(=O)n2ccnc2C)c(C)c1C,-15,0.6,14,-2,0,-9,-13,-3,8
Cc1cc(C(=O)N2CCN(c3ccc(F)cc3)CC2)on1,1,1.0,26,-5,2,-5,-10,-11,-2
CCCCCn1c(Sc2nc3ccccc3s2)nc2c1c(=O)[nH]c(=O)n2C,-26,0.8,29,-5,2,-32,-4,-3,1

Additional entries follow:
canonical_smiles,CHO-K1 Ca antag,CHO-K1 Ca ag,M1 PAM parental,M1 ag,TAAR1 agonist,CHO parental Ca,M1 antag,TAAR1 antag,OXTR potentiate
CCOC(=O)N1CCC(NC(=O)Cn2cccc2C(=O)c2ccccc2)CC1,18,-0.8,-5,-3,-4,-18,-6,-8,-7
O=C(CCS(=O)(=O)c1cc(Br)cc2c1N(C(=O)C1CC1)CC2)N1CCN(c2ccccn2)CC1,-19,0.1,3,-7,-4,-30,-18,-25,-1
COc1ccc(F)cc1-c1cc(C(=O)NCc2ccc(C(F)(F)F)cc2)[nH]n1,-2,0.3,-10,-3,2,.,21,22,.
Cc1c(C)c2ccc(OCC(=O)c3ccccc3)cc2oc1=O,4,-0.1,-10,6,16,-16,1,-21,-1
CCc1ccc(CN2CCC(Oc3ccc(C(=O)N4CCCCC4)cc3)CC2)cc1,-8,3.7,2,-5,0,.,42*,-23,.
COc1ccc(-n2ncc(C(C)NS(=O)(=O)c3cc(C)sc3C)c2C)cc1 (stereo not drawn),-4,5.1,8,0,0,.,-9,-1,.
O=C(Nc1cccc(OCC(=O)N2CCOCC2)c1)c1cccc(Cl)c1,0,2.2,3,0,1,-15,-3,10,0
Cc1nc2c(C(=O)N3CCN(C)CC3)cnn2c(C)c1Cc1ccc(Cl)cc1,-2,0.6,16,-9,9,-19,-3,9,3
Cc1ccc(C)c(-n2c(-c3csc(C)c3C)n[nH]c2=S)c1,-3,-0.3,13,-8,7,-36,-6,-7,-7
O=C1CCC(C(=O)Nc2cccc(Oc3ccccc3)c2)=NN1,-9,3.8,16,-5,4,-9,-9,-8,-5

Additional entries.
canonical_smiles,CHO-K1 Ca antag,CHO-K1 Ca ag,M1 PAM parental,M1 ag,TAAR1 agonist,CHO parental Ca,M1 antag,TAAR1 antag,OXTR potentiate
COc1ccc(C)cc1S(=O)(=O)N(C)CC(=O)N1CCN(c2ccccc2)CC1,-1,1.1,5,-3,1,1,11,-5,-2
CCCCNC(=O)CCn1ccc2cc(S(=O)(=O)N3CCCC3)ccc21,13,0.1,-12,-4,1,4,-5,-12,-9
Cc1[nH]n(-c2ncc(-c3ccccc3)s2)c(=O)c1C(c1ccc(Br)cc1)C(C#N)C#N (stereo not drawn),15,-0.1,-13,2,2,-10,0,-4,-7
COc1cccc(OC(=O)N2CCOCC2)c1,-7,0.5,12,-3,9,1,-3,-4,-8
C=CCN1c2ccccc2[C@]23C[C@@H](C(=O)OC)N(C(=O)OCC)C2=NC(C(=O)OC)=C(C(=O)OC)[C@H]13,-11,0.5,19,-2,1,-10,-1,0,0
CCn1nnc2cc(C(=O)N(CCOC)CC(=O)Nc3cccc(C)c3C)ccc21,-16,1.1,7,0,8,-9,-4,-17,-1
CC1CN(c2nc(N(C)c3ccccc3)nc(N)c2[N+](=O)[O-])CC(C)O1 (stereo not drawn),-13,0.9,-2,-3,-1,-17,2,-10,2
COc1ccc(-n2nc3ccccc3n2)cc1,22,-0.1,-9,-3,-2,-14,7,10,-2
Cc1ccc(-c2nc3cc(N)ccc3o2)cc1,-2,-0.3,6,-3,9,-25,-13,-11,4
COCCN1CCN(C(=O)c2ccc3oc(CCCc4ccccc4)nc3c2)CC1,-4,1.3,10,-4,0,-10,-11,-14,-2

Continued.
canonical_smiles,CHO-K1 Ca antag,CHO-K1 Ca ag,M1 PAM parental,M1 ag,TAAR1 agonist,CHO parental Ca,M1 antag,TAAR1 antag,OXTR potentiate
CCN(CC)C(=O)C1=C(C)N(Cc2ccccc2)C(=O)C(CC(=O)NC2CC2)C1 (stereo not drawn),-2,0.7,0,0,1,.,-4,-17,.
C[C@H]1COC(=O)[C@@H](Cc2ccc(F)cc2)CC/C=C/C[C@H](CC(=O)N(CCO)Cc2ccccc2)C(=O)N1,4,3.9,-10,0,23,-14,12,43,-6
CC(=O)Oc1c(Br)cc(N(C(C)=O)S(=O)(=O)c2ccccc2)c2ccccc12,9,-0.4,10,4,1,-13,-3,9,-6
CSCC[C@H](NC(=O)Cc1ccc(Cl)cc1)C(=O)N1CCC2(CC1)NCCc1[nH]cnc12,-4,0.5,-15,-14,1,1,-12,-23,-3
O=C(O)c1ccccc1SCc1nc2ccccn2c1Br,-3,0.1,6,-4,2,-4,-7,-13,0
O=C(NC1CCN(Cc2ccccc2)CC1)C1CCN(S(=O)(=O)c2cccc3nsnc23)CC1,-15,1.4,20,-6,2,-17,-21,18,-4
COC(=O)Cn1cc([N+](=O)[O-])nc1C,-14,-0.3,19,-2,5,-2,-12,-30,-7
Cc1cc(C(=O)N2CCc3ccccc3C2)no1,3,0.9,-8,-3,3,-5,-26,-23,-2
Cc1oc(CC(C)C)cc1C(N)=O,18,0.6,-13,-6,2,-3,-15,-4,-19
Cc1c(/C(O)=C2\C(=O)C(=O)N(CCCN(C)C)C2c2ccccc2)cnn1-c1ccccc1 (stereo not drawn),-7,0.5,19,-9,4,.,-6,12,.

The list goes on.
The line under a structure holds: CHO-K1 Ca antag | CHO-K1 Ca ag | M1 PAM parental | M1 ag | TAAR1 agonist | CHO parental Ca | M1 antag | TAAR1 antag | OXTR potentiate
O=C(C1CCCN(Cc2ccccc2F)C1)N1CCc2ccccc2C1 (stereo not drawn)
  -24 | 2.2 | 18 | -8 | 3 | -10 | -6 | -9 | 3
Cc1cccc(CN2CCCC(C(=O)N3CCCCC3)C2)c1 (stereo not drawn)
  6 | 1.3 | -3 | -10 | 0 | -10 | -2 | -7 | -4
CN(C)/C=C(\C=O)c1ncc(C(F)(F)F)cc1Cl
  -9 | 0.6 | 10 | -5 | 3 | -10 | -5 | 17 | -11
COc1ccc(-c2csc3nc(C(C)(C)C)oc(=O)c23)cc1OC
  -5 | 0.5 | 21 | -3 | -3 | -7 | -11 | -12 | -18
CC(C)(C)c1ccc(C(=O)Nc2ccccc2NC(=O)c2ccco2)cc1
  20 | 1.1 | -7 | -5 | 6 | -17 | 11 | 49* | -12
Cn1c(=O)c2c(-c3cccc(Br)c3)c(C#N)c(N)nc2n(C)c1=O
  -3 | 1.8 | 11 | -1 | 0 | -13 | 3 | 3 | -2
CC[n+]1c(/C=C/c2ccc(OC)c(OC)c2)ccc2ccccc21
  -2 | 0.8 | 12 | -7 | 0 | -4 | 5 | -21 | 3
COC(=O)c1cccc(NC(=S)NCc2ccc(F)cc2)c1
  16 | 3.1 | -14 | 0 | 12 | -7 | 6 | 8 | -24
COc1cc(-c2cc(C(=O)N3CCCCCC3)c3ccccc3n2)cc(OC)c1OC
  4 | 2.6 | -17 | 1 | 8 | . | -10 | 24 | .
COc1ccc(S(=O)(=O)N2CCN(CC(=O)c3ccc(O)c(O)c3)CC2)cc1
  4 | -0.2 | -3 | -3 | -1 | -3 | -2 | 1 | 0
CCOC(=O)CCC(=O)NNC(=O)c1ccc(NC(=O)c2ccccc2)cc1
  -8 | -0.1 | 9 | -4 | 4 | -10 | -15 | -5 | -11
CCN(c1nc(N)c(C(=O)N=C(N)N)nc1Cl)C(C)C
  -2 | 0.1 | 12 | -7 | 2 | -4 | -23 | -14 | 5
O=C(CCNC(=O)OCC1c2ccccc2-c2ccccc21)NOCc1ccccc1
  -10 | 3.2 | 22 | -4 | 17 | -14 | -2 | -27 | .
Cc1ccccc1-c1nnc(NC(=O)CSc2nc3ccccc3s2)s1
  0 | 0.2 | 9 | -2 | 1 | -13 | -14 | 1 | -4

An excerpt from above in order of count of non-hydrogen atoms, falling.
The line under a structure holds: CHO-K1 Ca antag | CHO-K1 Ca ag | M1 PAM parental | M1 ag | TAAR1 agonist | CHO parental Ca | M1 antag | TAAR1 antag | OXTR potentiate
CC(C)(C)c1ccc(C(=O)Nc2ccccc2NC(=O)c2ccco2)cc1
  20 | 1.1 | -7 | -5 | 6 | -17 | 11 | 49* | -12
Cc1ccccc1-c1nnc(NC(=O)CSc2nc3ccccc3s2)s1
  0 | 0.2 | 9 | -2 | 1 | -13 | -14 | 1 | -4
COc1ccc(-c2csc3nc(C(C)(C)C)oc(=O)c23)cc1OC
  -5 | 0.5 | 21 | -3 | -3 | -7 | -11 | -12 | -18
CCN(c1nc(N)c(C(=O)N=C(N)N)nc1Cl)C(C)C
  -2 | 0.1 | 12 | -7 | 2 | -4 | -23 | -14 | 5
CN(C)/C=C(\C=O)c1ncc(C(F)(F)F)cc1Cl
  -9 | 0.6 | 10 | -5 | 3 | -10 | -5 | 17 | -11
